Screening data (PubChem BioAssay)
HT1080-NT tox: kills 2HG-producing HT-1080-NT fibrosarcoma cells; HT-1080-NT fibrosarcoma viability, CellTiter-Glo ATP luminescence, 48 h; Potency, µM (doses to about 46.1 µM), for the others: top-dose activity, negative = less viability, actives largely listed as cytotoxic; AID 686970; 1.6% of 360,000 active;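 also: NT is the 2HG producing partner of a matched IDH1 knockdown line; potency is read from the fitted curve at half-maximal effect; 0% = DMSO-treated cells and -100% = media-only wells without cells; nearly all actives have a fitted effect of over 55% in size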
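HT-1080-NT fibrosarcoma cells (2HG-overproducing), 750 cells/well in RPMI with 5% FBS, dosed after 2 h and incubated 48 h at 37C. CellTiter-Glo luminescence normalized to DMSO and no-cell wells; concentration-response curves fitted and classed.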
ATXN2 expr inh: ATXN2 expression inhibition; HEK-293 ATXN2-luciferase reporter, luminescence, 24 h; Potency, µM (top dose mostly 57 µM), for the others: at the highest dose activity change, negative = inhibition, most hits filed as inhibitors; 0.72% of 360,000 active; also: potency is read from the fitted curve at half-maximal effect; % is scaled to controls: 0 for no effect and ±100 for the full control effect; nearly all actives have a fitted effect of over 55% in size
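qHTS (up to 57 uM final) was run with 24 h compound exposure of reporter cells at 37 °C. Each well was multiplexed: SteadyGlo luminescence measured ATXN2-luciferase expression after a fluorogenic Gly-Phe-AFC viability readout (25 uM final).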
SW480 rereplic: DNA re-replication induction in SW480 cells; Potency, µM (series often up to 46.1 µM), inactives show at the highest dose re-replication activation, most hits filed as activators; SW480 DNA re-replication, Hoechst DNA content imaging, 48 h; AID 624297; 1.8% of 340,000 active; also: potency is read from the fitted curve at half-maximal effect; % of control where 0% means no effect; nearly all actives have a fitted effect of over 55% in size
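Quantitative HTS format with DMSO vehicle controls; 48 hr drug incubation at 37 C, then 40 min Hoechst staining and scanning imager measurement at 405 nm excitation.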
S2 tox: reduces viability in counter-screen for ATXN expression inhibitors; AID 651635; S2 cells (HEK-293 line with an ATXN2-luciferase reporter) viability, CellTiter-Fluor protease fluorescence, 24 h; 0.49% of 400,000 active; Potency, µM (top dose mostly 56.7 µM), most hits filed as cytotoxic; also: potency is read from the fitted curve at half-maximal effect; nearly all actives have a fitted effect of over 40% in size
HT1080 IDH1KD tx: kills HT-1080 cells with IDH1 knockdown; HT-1080 IDH1 knockdown viability, ATP luminescence, 48 h; Potency, µM (titrated, usually from 46.1 µM), without a hit: at the highest dose activity, negative = toxicity, most hits filed as cytotoxic; 2% of 360,000 active;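 also: potency is read from the fitted curve at half-maximal effect; 0% = DMSO wells and -100% = cell-free medium wells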
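Cytotoxicity counter-line: IDH1KD HT-1080, 48 h, CellTiter-Glo. Curves classed by r2, magnitude and activity.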
IL1B secr inh: inflammasome signaling inhibition, IL-1 beta readout; AID 743279; 4.7% of 360,000 active; THP-1 LPS/ATP IL-1B secretion, AlphaLISA, 16 h; stronger effect = lower value; activity change, % at 57.5 µM; in the data active = activity change below about -50%; inconclusive = mostly about -30% to -49%; also: % is scaled to controls: 0 for no effect and ±100 for the full control effect
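Secreted IL-1B measured by AlphaLISA bead assay after 16 h compound exposure of THP-1 cells; compounds (final up to 57.5 uM) added 1 h before LPS (250 ng/mL) and ATP (1.25 mM) stimulation; lower signal means less secretion.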
MCF10A rereplic: inducers of DNA re-replication in MCF 10A breast cells | MCF 10A DNA re-replication, Hoechst nuclear intensity, 48 h | Potency, µM (titrated, usually from 46.1 µM), for inactives: at the highest dose activity, positive = re-replication, most hits filed as activators | 2.9% of 350,000 active; also: potency is read from the fitted curve at half-maximal effect; % of control where 0% means no effect; nearly all actives have a fitted effect of over 50% in size
HepG2 viability: counter-screen for TGF-b inhibitors: cytotoxicity in HepG2 cells; HepG2 CAGA-GFP viability, ATP luminescence, 18 h; Potency, µM (series often up to 46.1 µM), for inactives: top-dose activity change, negative = cytotoxicity, hits mostly cytotoxic; 0.76% of 410,000 active; also: potency is read from the fitted curve at half-maximal effect; some results filed as inactive show a strong effect at the top dose
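CellTiter-Glo luminescence gave cytotoxicity after 18 hours at 37 degrees C. The cells were HepG2 CAGA-GFP in 1% FBS DMEM, stimulated with 500 pg/mL TGF-beta after compound addition. %Activity was normalised to no-cell wells (complete cell-killing) and DMSO (no toxicity), and curves were fitted and classified.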
KB-3-1 tox: kills parental KB-3-1 adenocarcinoma cells | KB-3-1 viability, CellTiter-Glo ATP luminescence, 72 h | Potency, µM (titrated, usually from 46.1 µM), inactives show at the highest dose activity change, negative = cytotoxic, usual class: cytotoxic | 1.4% of 400,000 active; also: potency is read from the fitted curve at half-maximal effect; % is scaled to controls: 0 for no effect and ±100 for the full control effect; nearly all actives have a fitted effect of over 60% in size
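72 h, 37 °C compound treatment of KB-3-1 parental cells; CellTiter-Glo added, 10 min, luminescence read. Data corrected against DMSO-only plates and normalized before curve fitting.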
Active calls of the source: *; i = inactive; ? = inconclusive; . = not tested or not shown; [ ] = another dose, or the depositor's remark. Unless noted, calls follow the shape of the dose curve; as a rule, active = well fitted curve in the direction sought with a large enough effect; inconclusive = small, poorly fitted or top-dose-only effect, or another doubt; inactive = no such curve, though single readings can be large; an effect the other way counts as inactive or inconclusive.

Short forms: A = HT1080-NT tox; B = ATXN2 expr inh; C = SW480 rereplic; D = S2 tox; E = HT1080 IDH1KD tx; F = IL1B secr inh; G = MCF10A rereplic; H = HepG2 viability; I = KB-3-1 tox
O=C(Nc1nccs1)c1ccccc1N=Cc1ccccc1
  A: -13% | B: 18% | C: -1% | D: i | E: -2% | F: -7 | G: 14% | H: -7% | I: 6%

Cc1ccc(C(=O)Nc2ccccc2C(=O)O)cc1S(=O)(=O)NC1CCCCC1
  A: 0% | B: 19% | C: 10% | D: i | E: -6% | F: 23 | G: -1% | H: 1% | I: -3%

CNC(=O)c1c(NC(=O)C2=COCCO2)sc(C)c1C
  A: -3% | B: -2% | C: -5% | D: i | E: -3% | F: -13 | G: -1% | H: -12% | I: -10%

CCN(Cc1ccccc1)C(=O)CCc1nc(-c2ccc(C)cc2)no1
  A: -6% | B: -12% | C: -9% | D: i | E: -2%[9.24 µM] | F: 0 | G: 2% | H: 15% | I: -24%

COc1ccc(/C=C/C(=O)C2C(=O)C=C(C)OC2=O)cc1O (stereo unspecified)
  A: -2% | B: 22% | C: ? | D: . | E: -16% | F: -5 | G: ? | H: -51% | I: ?

CCOc1ccc(N(CCCCO)C(=S)NC(=O)c2ccc(C)c(Br)c2)cc1
  A: 0% | B: 4% | C: -9% | D: i | E: -1% | F: -2 | G: 18% | H: -3% | I: 8%

Cc1c(C(=O)OCC(=O)N2CCN(c3ccccc3)CC2)oc2ccccc12
  A: -2% | B: -18% | C: -2% | D: i | E: 1% | F: 18 | G: 6% | H: -4% | I: 6%

CSc1ccc(NC(=O)N2CC=C(n3c(=O)[nH]c4ccccc43)CC2)cc1
  A: -20% | B: -20% | C: ? | D: i | E: ? | F: -8 | G: ? | H: -18% | I: 16µM*

CCOC(=O)C1(Cc2ccccc2)NC(c2ccccc2F)C2C(=O)N(CC)C(=O)C21 (stereo unspecified)
  A: -7% | B: ? | C: -1% | D: i | E: -6% | F: 15 | G: 10% | H: -14% | I: -10%

O=C(NCC1CCCO1)c1ccc(CSCc2cccc(F)c2)o1 (stereo unspecified)
  A: -4% | B: 0% | C: 2% | D: i | E: 1% | F: -20 | G: 4% | H: -33% | I: -1%

CCN1C(=O)N2C[C@H]3CON(C)[C@H]3C[C@H]2c2ccccc21
  A: 10% | B: 6% | C: . | D: i | E: 15% | F: 39 | G: . | H: 7% | I: 0%

COc1ccc(S(=O)(=O)Nc2ccc3c(c2)C(=O)N([C@H](C)CO)C[C@H](C)[C@@H](CN(C)C(=O)Nc2ccccc2)O3)cc1
  A: 14% | B: 3% | C: 2% | D: i | E: 14% | F: -6 | G: 6% | H: 2% | I: 9%

COCCn1c(SCC(=O)N2CCCC2)nnc1-c1ccco1
  A: 3% | B: 8% | C: -5% | D: i | E: -4% | F: 13 | G: -1% | H: 16% | I: 0%

COc1ccc(Nc2ncnc3sccc23)cc1
  A: -6% | B: 60%[activator] | C: 6% | D: i | E: 1% | F: 15 | G: 1% | H: -1% | I: -9%

COC(=O)[C@@]1(C)[C@H]2C(=O)N(Cc3ccccc3)C(=O)[C@H]2[C@H]2CN=C(SCc3ccccc3)N21
  A: 3% | B: -3% | C: -4% | D: i | E: 1% | F: -2 | G: ? | H: -59% | I: ?

Cc1cc(NC(=O)CN(C)S(=O)(=O)c2cnc[nH]2)ccc1Br
  A: 20% | B: 15% | C: ? | D: i | E: 0% | F: 25 | G: -2% | H: -2% | I: -14%

O=C(COc1ccccc1)NCC(=O)N/N=C/c1ccc(Cl)cc1
  A: 0% | B: 0% | C: -1% | D: i | E: 0% | F: -7 | G: 5% | H: -1% | I: 13%

Cc1cc(=O)[nH]c(NN=C2CCCCC2C)n1 (stereo unspecified)
  A: 0% | B: 0% | C: 7% | D: i | E: 0% | F: -1 | G: 1% | H: -76% | I: ?

COc1ccc(C(=O)CC(=O)C(=O)Nc2ccc(C)c(C)c2)cc1
  A: -2% | B: 1% | C: -7% | D: i | E: -1% | F: 3 | G: 3% | H: -6% | I: 1%

Cn1cc([C@]2(O)C(=O)Nc3ccccc32)c2ccccc21
  A: 5% | B: . | C: . | D: . | E: 7% | F: 24 | G: . | H: . | I: 7%

CC(C)CNC(=O)C(=O)NC1CCCC1
  A: 3% | B: 17% | C: 2%[9.22 µM] | D: i | E: 5% | F: -8 | G: 1% | H: 1% | I: 16%

Cc1c(NC(=O)c2ccc3c(c2)OCO3)c(=O)n(-c2ccccc2)n1C
  A: ? | B: -3% | C: -9% | D: i | E: 3% | F: -3 | G: -18% | H: -20% | I: -13%

Cc1ncc([N+](=O)[O-])n1CC(=O)Nc1ccc2c(c1)OCO2
  A: 1% | B: . | C: 0% | D: i | E: 5% | F: 2 | G: 20% | H: 3% | I: 1%

O=C(Nc1ccncc1)Nc1cccc(Cl)c1Cl
  A: -24% | B: -6% | C: -4% | D: i | E: -21% | F: -22 | G: 2% | H: -58% | I: -2%

O=C(CN1C(=O)c2ccccc2S1(=O)=O)N1CCOCC1
  A: 0% | B: 50%[activator] | C: -7% | D: i | E: 4% | F: 2 | G: -4% | H: -1% | I: 2%

COc1ccc(Cc2noc(=O)[nH]2)cc1
  A: 0% | B: . | C: . | D: i | E: 6% | F: -3 | G: . | H: -6% | I: 17%

N#C/C(=C/c1ccc(Cl)cc1)NC(=O)c1ccccc1
  A: -6% | B: 2% | C: 1% | D: i | E: 7%[9.24 µM] | F: -13 | G: -1% | H: -3% | I: -23%

O=C(c1ccccc1)c1ccc(OC(=O)N2CCOCC2)cc1
  A: 9% | B: 27% | C: -4% | D: i | E: 2% | F: 1 | G: 0% | H: -13% | I: -3%

Cc1ccc(CNC(=O)CCC(=O)n2ncc3cc(C)ccc32)cc1
  A: 9% | B: 6% | C: -4% | D: i | E: 1% | F: 0 | G: 0% | H: -23% | I: 23%

Cc1ccc(-n2nnc(-c3cc4ccccc4nc3Cl)n2)cc1
  A: 3% | B: 16% | C: -7% | D: i | E: -1% | F: 21 | G: 15% | H: -4% | I: 6%

O=C(CSc1ccc(Br)cc1)NCC(c1ccco1)N1CCCCC1 (stereo unspecified)
  A: -2% | B: -13% | C: 15% | D: i | E: 0% | F: -20 | G: 2% | H: -25% | I: ?

COc1ccc2c(C)cc(SCC(=O)NC3CCCC3)nc2c1
  A: -1% | B: . | C: -3% | D: i | E: -1% | F: 6 | G: 8% | H: -23% | I: -3%

C=CCOc1ccc(/C=N/Nc2ccccn2)cc1OC
  A: -3% | B: 46%[activator] | C: 10% | D: i | E: -14% | F: -11 | G: -13% | H: -13% | I: ?

COc1cc(NC(=O)c2noc3c2CCCC3)c(OC)cc1Cl
  A: -5% | B: 0% | C: -2% | D: i | E: -10% | F: -2 | G: -25% | H: -19% | I: -6%

CC(=O)c1ccc(N/N=C(/C(N)=O)C2=NC(C)(C)Cc3ccccc32)cc1
  A: -6% | B: ? | C: ? | D: ? | E: -22% | F: -3 | G: ? | H: -29% | I: 0%

Cc1cc(C)cc(CSc2nnc(C)c(=O)[nH]2)c1
  A: 19% | B: -5% | C: -2% | D: i | E: 28% | F: 13 | G: 11% | H: 2% | I: 2%

CC1CCCCN1C(=O)COC(=O)c1ccc2c(c1)C(=O)N(Cc1ccco1)C2=O (stereo unspecified)
  A: -1% | B: -6% | C: -2% | D: i | E: -11% | F: 21 | G: -1% | H: -15% | I: 0%

CCN(CC)C(=O)CSc1nnc(-c2cc(OC)cc(OC)c2)o1
  A: 1% | B: 11% | C: 0% | D: i | E: 1% | F: 9 | G: 3% | H: 3% | I: -2%

CC(=O)Cc1nsc(NC(=O)c2ccc(-c3ccc(F)cc3)o2)n1
  A: -16% | B: 4% | C: 7% | D: i | E: 0% | F: -15 | G: ? | H: 1% | I: -1%

CC(C)NC(=O)COc1coc(CN2CCN(c3ccccc3F)CC2)cc1=O
  A: 3% | B: -5% | C: -10% | D: i | E: 10% | F: 79 | G: 1% | H: -7% | I: 6%

CCN(CC)S(=O)(=O)c1cccc(NC2=NCCCCC2)c1
  A: 1% | B: 2% | C: -14% | D: i | E: -1% | F: 0 | G: -1% | H: -8% | I: -6%

O=CN1CCN(C(C(=O)NC2CCCCC2)c2ccc(Cl)cc2)CC1 (stereo unspecified)
  A: 3% | B: 24% | C: -6% | D: i | E: -5% | F: -6 | G: -2% | H: 6% | I: 6%

Cc1ccc(S(=O)(=O)N2CCCCC2)cc1C(=O)Nc1ccc(S(=O)(=O)Nc2ncccn2)cc1
  A: 0% | B: . | C: 0% | D: . | E: -1% | F: 12 | G: 0% | H: 8% | I: 5%

Cc1ccc(C)c(NC(=O)C2CCN(c3cc(C)nc4c(-c5ccc(Cl)cc5)c(C)nn34)CC2)c1
  A: . | B: 8% | C: . | D: ? | E: . | F: . | G: . | H: 3% | I: 0%

CCc1nnc(NS(=O)(=O)c2ccc(N/C=C/C(=O)c3ccc(OC)cc3)cc2)s1
  A: -24% | B: 10%[11.3 µM] | C: ? | D: i | E: ? | F: 1 | G: ? | H: -11% | I: -7%

Shown with two lines to a compound: part of the list above.
Below each compound: HT1080-NT tox	ATXN2 expr inh	SW480 rereplic	S2 tox	HT1080 IDH1KD tx	IL1B secr inh	MCF10A rereplic	HepG2 viability	KB-3-1 tox
> COc1cc(NC(=O)c2noc3c2CCCC3)c(OC)cc1Cl
 : -5%	0%	-2%	i	-10%	-2	-25%	-19%	-6%
> CC(=O)c1ccc(N/N=C(/C(N)=O)C2=NC(C)(C)Cc3ccccc32)cc1
 : -6%	?	?	?	-22%	-3	?	-29%	0%
> Cc1cc(C)cc(CSc2nnc(C)c(=O)[nH]2)c1
 : 19%	-5%	-2%	i	28%	13	11%	2%	2%
> CC1CCCCN1C(=O)COC(=O)c1ccc2c(c1)C(=O)N(Cc1ccco1)C2=O (stereo unspecified)
 : -1%	-6%	-2%	i	-11%	21	-1%	-15%	0%
> CCN(CC)C(=O)CSc1nnc(-c2cc(OC)cc(OC)c2)o1
 : 1%	11%	0%	i	1%	9	3%	3%	-2%
